Polio RdRp inh – poliovirus RNA polymerase inhibition; % elongation, % (compound at 16.7 µg/mL); P03300; poliovirus polymerase elongation, fluorescence polarization; hits give low values; AID 588519; 150,000 tested, 0.66% active; in the data active = % elongation below about 90%; also: some results filed as inactive read as strong as hits
Target sequence (P03300 1749-2209 limits assumed): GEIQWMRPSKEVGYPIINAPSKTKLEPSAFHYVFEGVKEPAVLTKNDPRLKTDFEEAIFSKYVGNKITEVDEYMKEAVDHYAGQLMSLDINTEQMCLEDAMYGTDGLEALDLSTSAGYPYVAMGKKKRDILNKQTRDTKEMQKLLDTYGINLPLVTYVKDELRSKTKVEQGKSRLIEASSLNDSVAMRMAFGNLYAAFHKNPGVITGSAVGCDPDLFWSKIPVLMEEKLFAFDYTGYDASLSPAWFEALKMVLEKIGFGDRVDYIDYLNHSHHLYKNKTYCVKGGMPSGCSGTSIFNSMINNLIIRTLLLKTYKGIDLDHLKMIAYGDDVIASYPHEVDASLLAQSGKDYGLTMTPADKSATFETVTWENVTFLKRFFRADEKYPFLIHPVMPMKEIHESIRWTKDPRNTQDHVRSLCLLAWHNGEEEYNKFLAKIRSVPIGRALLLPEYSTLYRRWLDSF
Polio RdRp inh FP z-score – further read-out of Polio RdRp inh, marked with its call; z-score; measured here: FP z-score; hits read low
* = called active by the depositor.

Molecule | Polio RdRp inh | Polio RdRp inh FP z-score
COC(=O)NCC12CC3CC(CC(C3)C1)C2 | 101 | 0
Nc1c2c(nc3sc4c(c13)CCCC4)CCCC2 | 103 | 0.4
COC(=O)c1cc(S(=O)(=O)N(C)C2CCCCC2)cn1C | 105 | 0.8
NNC(=O)c1ccc2c(=O)n3c(nc2c1)CCC3 | 103 | 0
CCOC(=O)C1CCN(c2nc3c(S(=O)(=O)c4ccc(C)c(C)c4)nnn3c3ccc(Cl)cc23)CC1 | 107 | 0.8
COc1ccc(NC(=O)C2CCCN(c3ncnc4c3nc3n4CCCCC3)C2)c(OC)c1 (centres undefined) | 112 | 1.1
Cc1c(C(=O)NCc2ccc3c(c2)OCO3)oc2ccc3c(c12)C(O)CC1(CCCCC1)O3 (centres undefined) | 102 | 0
c1cc(N2CCOCC2)ccc1Nc1nc2nonc2nc1Nc1ccc(N2CCOCC2)cc1 | 103 | 0.2
COc1cccc2cc(C(=O)N3CCN=C3c3ccccc3)c(=O)oc12 | 101 | -0.2
Cn1c(SCC(=O)Nc2nc3ccccc3s2)ncc(C(=O)Nc2ccccc2)c1=O | 102 | -1
O=C(CSC1=NCCS1)c1cc(Cl)ccc1Cl | 102 | 0
O=C(CSc1nnc(-c2ccco2)n1C1CCCCC1)c1ccc2[nH]c(=O)oc2c1 | 126 | 2.6

Fetched by structure from above (three):
Molecule | Polio RdRp inh | Polio RdRp inh FP z-score
CCOC(=O)C1CCN(c2nc3c(S(=O)(=O)c4ccc(C)c(C)c4)nnn3c3ccc(Cl)cc23)CC1 | 107 | 0.8
O=C(CSc1nnc(-c2ccco2)n1C1CCCCC1)c1ccc2[nH]c(=O)oc2c1 | 126 | 2.6
COC(=O)NCC12CC3CC(CC(C3)C1)C2 | 101 | 0

The listing continues:
Molecule | Polio RdRp inh | Polio RdRp inh FP z-score
COC(=O)c1nnn(-c2nonc2N)c1C(=O)OC | 100 | -0.5
CCN(CC(=O)NC1CCS(=O)(=O)C1)C(=O)C(c1ccccc1)c1ccccc1 (centres undefined) | 106 | 0.4
N#CC1=C(N)N2C(=C(C#N)C13CCN(Cc1ccccc1)CC3)Nc1ccccc12 | 100 | -0.6
N=C1/C(=C\c2ccc(-c3ccc(Br)cc3)o2)C(=O)N=C2SC(N3CCOCC3)=NN12 | 99 | -0.8
CC(=O)Nc1nc2nc(C)cc(=O)n2[nH]1 | 102 | 0.2
CCN(CC)c1ccc2cc(C(N)=O)c(=Nc3ccccc3)oc2c1 | 108 | 3.4
CCCN(CCC)CCCNC(=O)Cn1cc2c(n1)-c1c(oc(C(=O)N3CCCC3)c1C)CC2 | 106 | -0.1
Cc1ccc(S(=O)(=O)NCCc2nnc(SCc3ccccc3)n2C)cc1 | 101 | -0.2
Clc1ccc(CNc2cc(-c3ccccc3)nc3nncn23)cc1 | 104 | -1
O=C1CC(c2cccnc2)Nc2ccc3ccccc3c21 (centres undefined) | 99 | -1.4
C=CCn1c(-c2ccc(Cl)cc2)cnc1SCc1c(C)noc1C | 99 | -0.2
O=C(CSCc1ccc(Cl)cc1)c1cc2ccccc2o1 | 101 | -0.2

Molecule | Polio RdRp inh | Polio RdRp inh FP z-score
O=C(N1CCCCCC1)N1CCN(C(=O)N2CCCCCC2)CC1 | 100 | -0.9
N#Cc1c(-c2ccco2)c2c([nH]c1=S)CCCC2=O | 102 | -0.1
Cc1c2cnn(CC(=O)NCCc3ccccc3)c(=O)c2c(C)n1Cc1ccccc1 | 103 | -0.6
CSc1nc2ccccc2n1CC(=O)c1cc(C)n(C)c1C | 104 | 0.1
CCc1nc(-c2ccc(C)c(S(=O)(=O)N3CCN(c4ccc(C(C)=O)cc4)CC3)c2)no1 | 95 | -1.9
CCOC(=O)c1sc(NC(=O)C2C3C=CC(C3)C2C(=O)O)nc1C (centres undefined) | 100 | -0.1
FC(F)(F)c1ccc2cc(CSc3ccc(Cl)cc3)ccc2n1 | 105 | 0.2
Nc1nnnn1/N=C\C=C\c1ccccc1 | 101 | 0
COc1ccc(N2CCN(S(=O)(=O)CCNC(=O)Cc3ccc(-c4ccccc4)cc3)CC2)cc1 | 107 | 0.1
CC(C)=C1C(=O)Nc2ccc(S(=O)(=O)N(C)C3CCCCC3)cc21 | 100 | -0.5
Cc1ccc(-n2cnc3cc(NCc4ccncc4)ccc32)cc1 | 101 | 0.2
CCC(Nc1ccc(-c2nc(-c3ccco3)no2)cc1[N+](=O)[O-])c1ccccc1 (centres undefined) | 104 | -0.8

Molecule | Polio RdRp inh | Polio RdRp inh FP z-score
c1ccn2cc(C34CC5CC(CC(C5)C3)C4)nc2c1 | 100 | -0.7
Cc1cccc(OCCOCCn2c(-c3ccc(Cl)cc3)nc3ccccc3c2=O)c1C | 108 | 1.1
COCc1nc2ccccc2n1CCOc1cccc(C)c1 | 106 | 0.2
CN(C)/C=N/N=C/c1cc(Cl)cc(Cl)c1O | 102 | 0.2
O=C(O)CC(Sc1nc2sc3c(c2c(=O)[nH]1)CCCC3)C(=O)O (centres undefined) | 102 | 0.2
COc1cccc(CNC(=O)CSC2=Nc3ccccc3C3=NC(C(C)C)C(=O)N23)c1 (centres undefined) | 104 | -0.2
CCOc1ccc2nc(N3CCCC(C(=O)NCCc4ccc(Cl)cc4)C3)sc2c1 (centres undefined) | 105 | -0.4
CN(C(=O)C1CCC(CNS(=O)(=O)c2cccc3cccnc23)CC1)C1CCCCC1 (centres undefined) | 98 | -1.8
O=C(/C=C/c1ccccc1)OCC(=O)c1ccc[nH]1 | 106 | 0.4
CCN(CCCNC(=O)c1cc(Nc2ccc(OC)cc2OC)nc2ccccc12)c1cccc(C)c1 | 108 | -0.3
N#CCSc1nc(-c2cccs2)cc(-c2cccs2)c1C#N | 101 | 0
Cc1ccccc1-c1nc(CS(=O)(=O)CC(=O)Nc2cc(Cl)cc(Cl)c2)c(C)o1 | 103 | -0.3

Molecule | Polio RdRp inh | Polio RdRp inh FP z-score
CNC(=O)CSc1nc2ccccc2c(=O)n1C | 98 | -0.5
COC(=O)c1ccc(OCC(O)Cn2c(C)[n+](C)c3ccccc32)cc1 (centres undefined) | 102 | 0.1
COc1ccc(-c2[nH]c(SC)nc(=S)c2C#N)cc1 | 100 | -0.3
COc1ccc2c(C)c(CCC(=O)NCCc3ccc(Cl)cc3)c(=O)oc2c1 | 101 | -1.2
CC(C)(c1ccccc1)c1ccc(OCCN2CCOCC2)cc1 | 95 | -1.6
O=C(NCc1cccs1)c1cnc2ccccn2c1=O | 105 | 1.5
CC(C)C(=O)N=c1scc(-c2ccccc2)n1-c1ccccc1Cl | 101 | -0.4
Cc1ccc(CNC(=O)Cn2c(SCc3ccccc3F)nc3cccnc32)cc1 | 103 | 0
COc1ccc(C(=O)N=C2CCC(C#N)=C3c4cc(OC)c(OC)cc4CCN23)cc1 | 102 | 0.1
O=C1CS/C(=N\C(=O)N2c3ccccc3Sc3ccccc32)N1 | 132 | 2.8
Cc1cc(C)nc(SCCC(=O)Nc2ccccc2)n1 | 105 | 1.1
CCCCN(CC)C(=O)CSc1nc2n[nH]c(C)c2c(=N)n1-c1cccc(OC)c1 | 96 | -1.2

Molecule | Polio RdRp inh | Polio RdRp inh FP z-score
CCCn1c(SCC(=O)N(C2CCCCC2)C2CCCCC2)nc2c1c(=O)n(C)c(=O)n2C | 100 | -0.8
CCN1C(=O)c2ccccc2Sc2ccc(NC(=O)Cc3ccc(OC)c(OC)c3)cc21 | 102 | -1.2
COCCn1c(N)cc(=O)[nH]c1=S | 100 | -0.4
CCS(=O)(=O)Nc1cccc(-c2cn3ccccc3n2)c1 | 100 | -1.1
O=C(CS(=O)(=O)c1ccccc1)Nc1ccccc1O | 101 | 0.1
COC(=O)c1c(NC(=O)C2CCCC2)sc2c1CCCC2 | 82* | -2*
CCOc1ccc(-n2c(=O)c3c(C)c(C)sc3n(CC(=O)N(CC)Cc3ccccc3)c2=O)cc1 | 107 | 0.4
CCN(CC)S(=O)(=O)c1ccc(=O)n(CC(=O)Nc2cccc(OC)c2)c1 | 112 | 1.3
CCOc1cc(C2c3c(-c4cc(C)ccc4O)n[nH]c3C(=O)N2CCCOC(C)C)ccc1O (centres undefined) | 98 | -1.8
Cn1c2ccccc2c2c(C(=O)N3CCN(c4cccc(C(F)(F)F)c4)CC3)cn(C3CCCCC3)c(=O)c21 | 115 | 0.8
Cc1ccc(NS(=O)(=O)c2ccc3c(c2)CCC(=O)N3)cc1Cl | 100 | -0.2
CCOc1ccc(NC(=O)c2ccc3[nH]c(C)cc(=O)c3c2)cc1 | 98 | -1.4

Molecule | Polio RdRp inh | Polio RdRp inh FP z-score
COc1ccc(C2CC(=O)N(CC(=O)N3CCCCC3)c3ccccc3S2(=O)=O)cc1OC (centres undefined) | 102 | 0.7
CCOCCCNc1ncnc2sccc12 | 83* | -2.1*
CCc1ccc(-c2cn3nc(CC)sc3n2)cc1 | 108 | 0.5
CSc1nnc(-c2cccnc2)n1-c1ccccc1F | 108 | 0.7
COc1ccc(CC(=O)N2CCCCCC2)cc1OC | 110 | 1
FC(F)(F)c1ccc(-c2noc(-c3ccco3)n2)cc1 | 101 | -0.8
OC(CNCCc1ccccc1)Cn1nnnc1-c1ccccc1 (centres undefined) | 104 | 0.4
Cc1ccc(-c2c(CN3CCN(c4cc(C)ccc4C)CC3)csc2C)cc1 | 105 | -0.3
Cn1nnnc1SCC(=O)Nc1ccc(C(=O)Nc2ccc3c(c2)OC2(CCCC2)O3)cc1 | 103 | 0
c1ccc2c(NCNc3noc4ccccc34)noc2c1 | 104 | 0.8
Cc1ccc(NC(=O)CSc2nc3ccc(NC(=O)CCc4ccccc4)cc3s2)cc1 | 110 | 0.8
C=CCN1C(=O)/C(=C/c2c(N3CCNC(=O)C3CC(=O)OCC)nc3ccccn3c2=O)SC1=S (centres undefined) | 47 | -6

Reformatted with values under each structure: entries from further up
Below each SMILES: Polio RdRp inh, Polio RdRp inh FP z-score
- CCOCCCNc1ncnc2sccc12
 : 83*, -2.1*
- CCc1ccc(-c2cn3nc(CC)sc3n2)cc1
 : 108, 0.5

More results.
Molecule | Polio RdRp inh | Polio RdRp inh FP z-score
CN(C)CCNC(=O)c1cc(N2CCc3ccccc3C2)nc2ccccc12 | 103 | 0.4
Cc1ccc(Oc2ccsc2C=C(C#N)C#N)cc1 | 100 | -0.5
Cc1ccc(-c2cc(C(=O)N3CCCCC3)c3ccccc3n2)cc1C | 100 | -0.5
O=C(Nc1cccc(Br)c1)N1CCC(CN2CCCCCC2)CC1 | 107 | -0.4
COc1ccc(S(=O)(=O)NCC(c2cccnc2)N2CCN(c3ccc(F)cc3)CC2)cc1C (centres undefined) | 101 | 0.5
O=C(O)CCCNCc1ccc(Cl)cc1 | 101 | 0.3
COc1cc2c(cc1NC(=O)C(C)N1CCC(C)CC1)oc1ccccc12 (centres undefined) | 100 | -0.4
CN(C)S(=O)(=O)Nc1ccc2c(c1)oc1ccccc12 | 103 | 1.9
O=C(O)/C=C\C(=O)Nc1ccc2c(c1)OCCO2 | 100 | -0.1
CNC(C)c1ccccc1 (centres undefined) | 105 | 0.4
Cc1ccc(NC(=O)Cn2cnc3c(oc4ccccc43)c2=O)cc1Cl | 102 | -0.8
CC1OC(C)C2Cc3ccccc3C2O1 (centres undefined) | 100 | 0.3

Molecule | Polio RdRp inh | Polio RdRp inh FP z-score
CCCCNC(=O)CSc1c2c(nc3ccc(Cl)cc13)CCCC2 | 104 | -0.1
CC1CCCC(C)N1C(=O)COC(=O)c1c2c(nc3ccccc13)CCCC2 (centres undefined) | 100 | -0.4
CCOC(=O)c1ccc(NC(=O)Cn2cnc3c(oc4ccccc43)c2=O)cc1 | 99 | -0.8
c1ccc2c(CNC3CCCCCC3)c[nH]c2c1 | 101 | -0.5
CC(Sc1nncs1)C(=O)NC(C)c1ccccc1 (centres undefined) | 99 | -0.2
CCOc1ccc(-n2c(Cc3cc(=O)[nH]c(=O)[nH]3)nnc2SCC(=O)N2CCCC2)cc1 | 101 | 0
COc1ccc(S(=O)(=O)N2CCN(C(=O)/C=C/c3ccccc3)CC2)cc1 | 104 | 0.8
CN1C2CCC1CC(OC(=O)C1(c3ccccc3)CCCC1)C2 (centres undefined) | 102 | 0.3
CCn1c(SCC(=O)NN2CC(=O)N(c3ccc(F)cc3)CC2=O)nnc1-c1cccs1 | 101 | 0
Cc1ccc(NC(=O)CS(=O)CC(=O)Nc2ccc(N3CCOCC3)cc2)cc1Cl (centres undefined) | 101 | -0.3
Cc1ccc(CNC(=O)C(C)n2nc(C)c3sc4ccccc4c3c2=O)cc1 (centres undefined) | 114 | 0.4
Cc1cc(=O)c(C(=O)Nc2ccc(N3CCOCC3)cc2N2CCOCC2)nn1-c1ccc(Cl)cc1 | 106 | 0.5

At a glance, some entries already given.
Molecule | Polio RdRp inh | Polio RdRp inh FP z-score
CN(C(=O)C1CCC(CNS(=O)(=O)c2cccc3cccnc23)CC1)C1CCCCC1 (centres undefined) | 98 | -1.8
O=C(/C=C/c1ccccc1)OCC(=O)c1ccc[nH]1 | 106 | 0.4
CCN(CCCNC(=O)c1cc(Nc2ccc(OC)cc2OC)nc2ccccc12)c1cccc(C)c1 | 108 | -0.3
N#CCSc1nc(-c2cccs2)cc(-c2cccs2)c1C#N | 101 | 0
Cc1ccccc1-c1nc(CS(=O)(=O)CC(=O)Nc2cc(Cl)cc(Cl)c2)c(C)o1 | 103 | -0.3

Later entries
Molecule | Polio RdRp inh | Polio RdRp inh FP z-score
Cc1ccn2c(Nc3ccccc3C)c(-c3ccc(N4CCOCC4)cc3)nc2c1 | 110 | 0.5
Cc1cccc(-c2nc3ccccc3n2Cc2ccccc2)c1 | 110 | 0.6
COc1cccc2c1cc1c(=O)n(CC(=O)NCc3ccc(N(C)C)cc3)nc(C)n12 | 108 | 0.5
CSc1cccc(NS(=O)(=O)c2ccc3c(c2)OC(C)CN3C(C)=O)c1 (centres undefined) | 104 | 0.3
CCCc1nc2c3ccccc3[nH]c(=O)n2n1 | 103 | 0.4
COc1ccc(C2(CNC(C)=O)CCOCC2)cc1OC | 101 | 0.3
Cc1cccc(CN2C(=O)c3ccccc3S(=O)(=O)c3ccc(C(=O)NCCC4=CCCCC4)cc32)c1 | 107 | 0.3

Assay outcomes deposited in PubChem BioAssay by ICCB-Longwood Screening Facility, Harvard Medical School.

These rows are one share of the data (hit frequency here may not be typical).
